Pf gamet viab = inhibitors of late stage P. falciparum gametocyte viability; P. falciparum stage V gametocytes, ATP luminescence, 24 h; inhibition, % at 10.9 µM; 150,000 compounds, 0.065% hits;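 active means inhibition above the mean plus 3 SD of compounds within the control limits, set per campaign, cut at about 38% in these data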;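 further: 0% = DMSO wells and 100% = medium only without gametocytes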
Rab2 wt GTP = changes GTP binding to wildtype dog Rab2A, up or down | GST-Rab2 wt beads, Bodipy-GTP binding, flow cytometry | GTP binding activity, % at 10 µM | P61105 | 190,000 compounds, 0.19% hits;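 active means GTP binding activity at least 20 points away from 100%, either lowered or raised; inconclusive means signal likely due to the compound's own green fluorescence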;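 further: 0% = beads with excess unlabeled GTP and 100% = no-compound control corrected for plate trend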
Mcl-1 Bim block = human Bim-Mcl-1 interaction inhibition; Q07820; Bead-based flow cytometry, Bim peptide-Mcl-1 binding; inhibition, % at 10 µM; 190,000 compounds, 0.1% hits; AID 1009; in the data active means inhibition above about 40%;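 further: 0% = no compound tracer wells and 100% = peptide blocker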
Target sequence (Q07820 whole entry, looked up): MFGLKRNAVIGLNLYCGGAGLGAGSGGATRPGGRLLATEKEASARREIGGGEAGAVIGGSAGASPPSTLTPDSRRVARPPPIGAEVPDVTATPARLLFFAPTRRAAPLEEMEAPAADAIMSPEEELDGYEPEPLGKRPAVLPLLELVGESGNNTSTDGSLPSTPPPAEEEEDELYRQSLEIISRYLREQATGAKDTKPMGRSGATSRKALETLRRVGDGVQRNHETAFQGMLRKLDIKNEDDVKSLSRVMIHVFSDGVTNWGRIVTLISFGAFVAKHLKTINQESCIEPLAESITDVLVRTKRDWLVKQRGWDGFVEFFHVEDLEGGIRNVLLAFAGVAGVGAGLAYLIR
Mcl1-Bid inh = disrupts binding of human Mcl-1 to Bid peptide | Q07820 | TR-FRET Mcl-1/Bid-Dy647 peptide binding, 1536-well | 220,000 compounds, 0.97% hits | inhibition, % at 21.7 µM | AID 1021;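 active means compounds that cut the binding signal by more than half at the single screening dose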;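 further: His-tagged Mcl-1 with europium anti-His antibody binding Bid BH3 peptide; 0% = Mcl-1 plus peptide wells and 100% = peptide-only wells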
Cdc42 wt GTP = changes GTP binding to wildtype human Cdc42; AID 761; P60953; GST-Cdc42 beads, Bodipy-GTP binding, flow cytometry; actives lie on both sides; percent activity (GTP binding), % at 10 µM; 190,000 compounds, 0.2% hits;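 active means percent activity GTP binding at least 20 points away from the 100% baseline, either down as inhibitor or up as activator; inconclusive means compound flagged as likely green fluorescent from well-wide comparison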;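 further: median bead fluorescence of bound Bodipy-FL-GTP at 100 nM; 0% = excess unlabeled GTP control and 100% = no compound control; below 100% means less GTP binding so inhibitor and above means activator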
Target sequence (P60953 whole entry, looked up): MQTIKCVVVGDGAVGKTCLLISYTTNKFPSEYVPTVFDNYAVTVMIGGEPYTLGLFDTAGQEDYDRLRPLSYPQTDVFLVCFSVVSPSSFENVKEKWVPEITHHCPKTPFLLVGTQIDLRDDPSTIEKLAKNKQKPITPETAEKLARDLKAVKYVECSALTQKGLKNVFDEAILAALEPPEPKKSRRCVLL
Rac1 act GTP bind = human Rac1 activated mutant GTP binding change; 190,000 compounds, 0.11% hits; GST-Rac1 activated beads, fluorescent GTP binding, flow cytometry; actives lie on both sides; 100% means binding = to untreated wells; AID 764; percent activity (GTP binding), % at 10 µM;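 active means GTP binding at least 20 percentage points away from the 100% baseline, in either direction, so actives lie on both sides; inconclusive means Compound likely fluorescent itself, or too few beads counted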
HRas wt GTP = changes GTP binding to wildtype human HRas; P01112; GST-Ras wt beads, Bodipy-FL-GTP binding, flow cytometry; actives lie on both sides; GTP binding activity, % at 10 µM; 190,000 compounds, 0.14% hits; AID 759;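 active means GTP binding activity at least 20% away from the 100% baseline, either lowered as inhibitor or raised as activator; inconclusive means flagged as likely green fluorescent, judged across all proteins in the well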;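 further: 0% = unlabeled GTP competition control and 100% = no-compound control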
Target sequence (P01112 whole entry, looked up): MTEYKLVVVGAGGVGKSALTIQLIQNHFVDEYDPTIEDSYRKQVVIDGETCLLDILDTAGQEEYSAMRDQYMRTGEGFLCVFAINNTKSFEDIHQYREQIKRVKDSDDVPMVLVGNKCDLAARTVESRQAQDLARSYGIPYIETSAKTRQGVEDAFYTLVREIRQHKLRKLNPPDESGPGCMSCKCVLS
Rab7 wt GTP bind = alters GTP binding to wildtype dog Rab7; AID 758; GTP binding activity (percent of control), % at 10 µM; GST-Rab7 beads, fluorescent GTP binding, flow cytometry; actives lie on both sides; untreated = 100%, excess cold GTP = 0%; 190,000 compounds, 0.055% hits;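 active means fluorescent GTP binding to Rab7 beads changed by at least 20 points from the 100% baseline, either direction, mostly lower; inconclusive means compound itself probably fluorescent, or too few beads counted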;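 further: median green fluorescence of bound Bodipy-FL-GTP per Rab7 bead population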
Rac1 wt modul = human Rac1 wildtype GTP binding, inhibitors and activators | GTP binding activity (% of control), % at 10 µM | 190,000 compounds, 0.27% hits | P63000 | GST-Rac1 beads, fluorescent GTP binding, flow cytometry; actives lie on both sides; 0 = cold GTP competed, 100 = untreated;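 active means GTP binding activity at least 20 points away from the 100% control level, either lower or higher; inconclusive means compound flagged as likely green fluorescent, judged across all proteins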
Avidin fluor = avidin bead compound fluorescence profile | 220,000 compounds, 0.38% hits | Avidin beads, compound fluorescence 488/530 nm, flow cytometry; stronger effect = higher value | fluorescence (KMESF) at 10 µM; in the data active means fluorescence above about 47; further: inactives centre near 10
Mcl1 Noxa PPI = Mcl-1/Noxa interaction inhibition; TR-FRET Mcl-1/Noxa peptide binding, 2 h; AID 1022; Q07820; inhibition, % at 21.7 µM; 220,000 compounds, 1.5% hits;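 active means compounds that cut the protein-peptide binding signal by more than 50% relative to plate controls in a single-dose test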;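 further: His-tagged Mcl-1 with rhodamine Noxa BH3 peptide and terbium anti-His antibody; 0% = Mcl-1 plus Noxa peptide wells and 100% = peptide-only wells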
An asterisk follows results filed as active; ? = inconclusive; / = not tested or not shown.

SMILES | Pf gamet viab | Rab2 wt GTP | Mcl-1 Bim block | Mcl1-Bid inh | Cdc42 wt GTP | Rac1 act GTP bind | HRas wt GTP | Rab7 wt GTP bind | Rac1 wt modul | Avidin fluor | Mcl1 Noxa PPI
CCOC(=O)CN(C)C(=O)CCc1nnc(-c2ccsc2)o1 | -11 | 97 | 0 | 0 | 102 | 94 | 100 | 96 | 100 | 13 | -2
CC(C)(C)c1ccc(S(=O)(=O)Nc2ccc(Cc3ccncc3)cc2)cc1 | / | 98 | -4 | 3 | 98 | 99 | 100 | 91 | 106 | 13 | 29
CC(C)OC(=O)c1c(NC(=O)c2cnn3c2NC(c2ccccc2)CC3C(F)F)sc2c1CCCC2 (centres undefined) | / | 97 | -2 | -5 | 98 | 94 | 99 | 97 | 95 | 13 | 16
CN(CC(=O)Nc1ccc(S(=O)(=O)N2CCCC2)cc1)Cc1ccc(Cl)c(Cl)c1 | 20 | 97 | -4 | 4 | 92 | 97 | 96 | 94 | 103 | 2 | 8
CC(C)Cn1c(N)c(C(=O)COC(=O)c2cccc(F)c2)c(=O)n(C)c1=O | / | 95 | -1 | -12 | 92 | 96 | 96 | 104 | 95 | 32 | -2
OC(COc1ccccc1)CN1C2=NCCCN2c2ccccc21 (centres undefined) | / | 102 | 0 | -2 | 100 | 99 | 101 | 102 | 99 | 12 | 18
Cc1cc(C(=O)NC2CCCc3ccccc32)c(C)o1 (centres undefined) | -2 | 100 | 0 | -10 | 101 | 103 | 103 | 101 | 107 | 6 | 11
Cc1cc(NC(=O)COC(=O)c2ccc(F)c(S(=O)(=O)N3CCOCC3)c2)no1 | 9 | 100 | -3 | -5 | 99 | 101 | 98 | 96 | 99 | 8 | 3
COc1ccc(/C=C/C(=O)NCCN2CCOCC2)cc1OC | 13 | 98 | 3 | -21 | 94 | 95 | 97 | 104 | 97 | 24 | -8
Cc1cc(N2CC(=O)N(CCc3ccccc3)C(=O)C2)n2ncnc2n1 | 14 | 101 | 0 | -9 | 101 | 99 | 100 | 96 | 100 | 8 | 15
CC(C)(C)NC(=O)c1ccc(Sc2ccccc2)c([N+](=O)[O-])c1 | -25 | 101 | 0 | -16 | 99 | 98 | 98 | 97 | 100 | 16 | -5
Cc1cccc(OCCCC(=O)Nc2ccc(N3CCOCC3)cc2)c1 | / | 101 | 2 | -24 | 102 | 99 | 102 | 102 | 100 | 37 | 15
C/C(=N\NC(=O)CSc1nc2nc(C)cc(C)n2n1)c1ccccc1 | / | ? | 1 | 3 | ? | ? | ? | ? | ? | 28 | -20
NC(=O)NC(=O)CSc1nnc(-c2ccco2)n1Cc1ccccc1 | / | 104 | -1 | -26 | 104 | 102 | 103 | 104 | 102 | 11 | -3
CCOC(=O)C1=C(CC)Nc2ccccc2N=C1NC(=O)c1cc(S(=O)(=O)N(C)C)ccc1Cl | / | 106 | -4 | 11 | 108 | 100 | 104 | 103 | 105 | 11 | -9
CC(Sc1ccc(Cl)cc1)C(=O)NCC1CCCO1 (centres undefined) | -4 | 97 | -4 | -17 | 96 | 95 | 99 | 101 | 101 | 13 | 3
CCN1CCCc2cc(CN(CCN3CCOCC3)C(=S)Nc3ccccc3C)ccc21 | -18 | 100 | -1 | -99 | 96 | 97 | 99 | 110 | 98 | 6 | 72*
CCc1cc2c(=O)c(-c3nc4ccccc4n3C)c(COCC(=O)O)oc2cc1O | -27 | 94 | -2 | -15 | 95 | 92 | 94 | 97 | 91 | 5 | 11
Cc1[nH]nc(-c2ccc(O)cc2O)c1-c1ccc(Cl)cc1 | -16 | 98 | -3 | 13 | 96 | 96 | 96 | 95 | 97 | 13 | -3
COc1cc(C)ccc1OCCOCCOc1c(C)cc(C)cc1Br | -6 | 96 | -1 | 1 | 99 | 95 | 97 | 98 | 97 | 20 | 6
CN(C)Cc1cnc2ccc(Cl)cn12 | 0 | 98 | -3 | -16 | 101 | 95 | 100 | 101 | 102 | 12 | 19
CCCCOC(=O)c1ccc(N/C(=N\S(=O)(=O)c2ccccc2)c2ccccc2)cc1 | 12 | 102 | -2 | 10 | 102 | 103 | 102 | 98 | 104 | 11 | 10
O=C(N/N=C/c1ccccc1C(=O)O)c1cc(-c2ccc3c4c(cccc24)CC3)n[nH]1 | -8 | 93 | 1 | 2 | 91 | 90 | 92 | 93 | 94 | 25 | 40
COc1cc(OC)cc(-c2nc(-c3ccccc3)no2)c1 | / | 104 | 0 | 2 | 106 | 101 | 103 | 103 | 104 | 10 | -13
CCCC(=O)Nc1ccc(Cl)c(NC(=O)c2cccnc2)c1 | -11 | 98 | 2 | 2 | 95 | 96 | 97 | 97 | 95 | 7 | -11

3 structures already listed, arranged by formula weight, high to low.
SMILES | Pf gamet viab | Rab2 wt GTP | Mcl-1 Bim block | Mcl1-Bid inh | Cdc42 wt GTP | Rac1 act GTP bind | HRas wt GTP | Rab7 wt GTP bind | Rac1 wt modul | Avidin fluor | Mcl1 Noxa PPI
CCN1CCCc2cc(CN(CCN3CCOCC3)C(=S)Nc3ccccc3C)ccc21 | -18 | 100 | -1 | -99 | 96 | 97 | 99 | 110 | 98 | 6 | 72*
CCCCOC(=O)c1ccc(N/C(=N\S(=O)(=O)c2ccccc2)c2ccccc2)cc1 | 12 | 102 | -2 | 10 | 102 | 103 | 102 | 98 | 104 | 11 | 10
C/C(=N\NC(=O)CSc1nc2nc(C)cc(C)n2n1)c1ccccc1 | / | ? | 1 | 3 | ? | ? | ? | ? | ? | 28 | -20

(further entries)
SMILES | Pf gamet viab | Rab2 wt GTP | Mcl-1 Bim block | Mcl1-Bid inh | Cdc42 wt GTP | Rac1 act GTP bind | HRas wt GTP | Rab7 wt GTP bind | Rac1 wt modul | Avidin fluor | Mcl1 Noxa PPI
CCCC(=O)Nc1ccc(Cl)c(NC(=O)c2ccc([N+](=O)[O-])cc2Cl)c1 | -42 | 101 | 1 | -21 | 104 | 102 | 101 | 101 | 107 | 10 | 2
Cc1ccc(C)n1CCN1CCN(CC(=O)Nc2ccc(S(N)(=O)=O)cc2)CC1 | / | 97 | -3 | -106 | 98 | 95 | 98 | 95 | 97 | 35 | 11
Cc1cc2ccc(C)c(C)c2nc1SCC(=O)c1cccs1 | 2 | 95 | 2 | -7 | 95 | 94 | 97 | 94 | 93 | 16 | 2
CSc1nnc2c3ccccc3n(Cc3ccccc3)c2n1 | 21 | 97 | -1 | 24 | 99 | 96 | 100 | 97 | 99 | 4 | 2
CCn1cc(C2=NC(CCSC)CO2)c2ccccc21 (centres undefined) | -12 | 95 | -1 | -24 | 97 | 97 | 97 | 96 | 99 | 11 | 3
Cc1cc(C)c(-c2cc(NC(=O)CSc3nncn3C)n(-c3ccccc3)n2)cc1C | / | ? | -2 | 26 | ? | ? | ? | ? | ? | 5 | -4
O=C(OCC(=O)N1CCN(S(=O)(=O)c2ccccc2)CC1)c1ccc([N+](=O)[O-])o1 | 11 | 98 | -2 | -29 | 98 | 99 | 94 | 94 | 100 | 8 | 4
Cc1onc(-c2c(Cl)cccc2Cl)c1C(=O)NC(C)(C)CO | / | 100 | -2 | -3 | 102 | 102 | 102 | 96 | 103 | 25 | 9
CC(C)NC(=O)c1cc2c(C(F)(F)F)nn(C)c2s1 | -2 | 100 | -2 | -6 | 98 | 97 | 99 | 103 | 103 | 8 | 10
CN(C)CCCNCCCNC(=O)/C(=N\O)c1ccccn1 | 20 | 101 | -4 | -15 | 100 | 100 | 100 | 100 | 105 | 32 | 6
O=C(Nc1cccc([N+](=O)[O-])c1)Nc1cccs1 | -7 | 99 | 0 | -13 | 93 | 96 | 94 | 95 | 98 | 8 | 26
CC(NC(=O)C(NC(=O)C1CCCN1C(=O)OC(C)(C)C)C(C)C)C(N)=O (centres undefined) | / | 102 | 0 | -12 | 105 | 101 | 104 | 102 | 108 | 28 | -5
CCOC(=O)c1ccc(S(=O)(=O)N2CCN(C(=O)c3cc(=O)c4ccccc4o3)CC2)cc1 | -14 | 99 | 3 | 4 | 97 | 97 | 95 | 96 | 102 | 10 | 13
COC(=O)c1sccc1NC(=O)c1cc(OC)c(OC)c(OC)c1 | / | 98 | 0 | -11 | 101 | 97 | 101 | 98 | 100 | 8 | 13
COc1ccc(C(=O)C[n+]2cn(C(F)F)c3ccccc32)c(F)c1 | -1 | 94 | 0 | -22 | 95 | 93 | 94 | 95 | 98 | 9 | 1
CC(=O)c1ccc(N2CCC(c3cc(-c4ccc(Cl)cc4)n[nH]3)CC2)c([N+](=O)[O-])c1 | / | 99 | -2 | 5 | 100 | 99 | 99 | 99 | 101 | 18 | 1
COc1cccc(C(=O)Nc2sc3c(c2C#N)CCN(C(C)=O)C3)c1 | 13 | 96 | -11 | -23 | 91 | 95 | 101 | 106 | 104 | 23 | 3
N/C(=N\OC(=O)c1cc(Cl)ccc1Cl)c1ccccn1 | -12 | 100 | -5 | -4 | 98 | 102 | 100 | 98 | 99 | 15 | 5
CC/C(O)=C1\C(=O)CCCC1=NCc1nc2ccccc2[nH]1 | 3 | 104 | 2 | -11 | 102 | 105 | 101 | 99 | 108 | 7 | 17
CC(C)(C)OC(=O)N1CCN(c2ccc([N+](=O)[O-])cc2)CC1 | 4 | 100 | -3 | -27 | 101 | 98 | 99 | 104 | 101 | 11 | -6
O=C(O)CSc1nnnn1-c1ccccc1 | -3 | 101 | -2 | -19 | 102 | 98 | 103 | 102 | 105 | 22 | 18
O=C(Oc1ccc(Br)cc1C(=S)N1CCCCC1)c1cc([N+](=O)[O-])cc([N+](=O)[O-])c1 | / | 100 | 0 | 0 | 102 | 96 | 102 | 102 | 102 | 9 | -11
CCNC(=S)N1CCC(NC(=O)C2CCCCC2)CC1 | / | 100 | 2 | -59 | 96 | 97 | 97 | 99 | 98 | 10 | 4

Whole records, looked up by structure.
Listed for O=C(OCC(=O)N1CCN(S(=O)(=O)c2ccccc2)CC1)c1ccc([N+](=O)[O-])o1 = Pf gamet viab: 11; Rab2 wt GTP: 98; Mcl-1 Bim block: -2; Mcl1-Bid inh: -29; Cdc42 wt GTP: 98; Rac1 act GTP bind: 99; HRas wt GTP: 94; Rab7 wt GTP bind: 94; Rac1 wt modul: 100; Avidin fluor: 8; Mcl1 Noxa PPI: 4
Listed for N/C(=N\OC(=O)c1cc(Cl)ccc1Cl)c1ccccn1 = Pf gamet viab: -12; Rab2 wt GTP: 100; Mcl-1 Bim block: -5; Mcl1-Bid inh: -4; Cdc42 wt GTP: 98; Rac1 act GTP bind: 102; HRas wt GTP: 100; Rab7 wt GTP bind: 98; Rac1 wt modul: 99; Avidin fluor: 15; Mcl1 Noxa PPI: 5

Screening results as filed in PubChem BioAssay.

This is a random part of the collection; 2.7% or so of the library scored in one or more.
